Source: PubChem
miR-122 sensor = blocks miR-122 activity in Huh7 sensor cells | Huh7 miR-122 Renilla luciferase sensor, 48 h; neutral wells = 0, positive control = 100 | activation (reporter increase), % at 12.5 µM | 340,000 compounds, 0.3% hits | AID 602342;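 active = mean replicate activation score at least 90 and every replicate individually at or above 90; inconclusive = only one of the two criteria met; inactive = neither criterion met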;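 note: higher luciferase means less miR-122 activity so hits act as miR-122 inhibitors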
E-selectin induc = induces E-selectin expression in human endothelial cells; AID 686992; HUVEC E-selectin immunofluorescence imaging; normalized: neutral wells 0, TNF-alpha wells 100; 260,000 compounds, 0.37% hits; activation, % at 7.58 µM; P16581;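 active = mean E-selectin-positive cell signal at least 10% of the positive control, reached in at least 60% of replicates, without over 20% cell loss; inconclusive = no rule given, readout overlaps actives, possibly toxicity-flagged; inactive = the rest, including those meeting only one limit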;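 note: in these data hits start at about 27%; measured in HUVEC primary endothelial cells; signal is the percent of cells scored E-selectin positive by PE staining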
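Test system: HUVEC; input: 3,000 HUVEC/well; measured by: immunofluorescence imaging; read-out: % PE-positive cells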
PGC1a acetyl inh = lowers PGC1a acetylation signal in U2OS cells | AlphaScreen anti-acetyl-lysine; with virally co-expressed GCN5 acetyltransferase | inhibition, % at 15.6 µM | 350,000 compounds, 0.17% hits | AID 651687;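 active = every replicate shows inhibition of at least 40%; inconclusive = mean inhibition at least 40% but some replicate below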;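 note: 0% = neutral control wells and 100% = positive control wells; some results beyond the cut were filed as inactive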
PglD DTNB = inhibitors of Campylobacter jejuni PglD acetyltransferase; inhibition, % at 12.5 µM; purified PglD enzyme, DTNB colorimetric CoA detection; 360,000 compounds, 0.098% hits; in the data active = inhibition above about 16%, passing the limit was not always enough; inconclusive = no clear call, values can overlap the other calls; note: strong numbers were not always called active
RAD52 anneal inh = RAD52 (human) annealing inhibition; P43351; recombinant RAD52 DNA annealing, FRET fluorescence; inhibition, % at 18.7 µM; 360,000 compounds, 0.46% hits; AID 651710;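 active = every replicate showing at least 50% inhibition; inconclusive = mean inhibition at least 50% but not in every replicate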
ERAP1 inh = inhibitors of human ERAP1 aminopeptidase. Q9NZ08. recombinant ERAP1, Leu-AMC fluorescence, 60 min. inhibition, % at 10.7 µM. 340,000 compounds, 0.15% hits. AID 652197;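 active = mean replicate inhibition of at least 30%, or all replicates individually reaching that 30% level; inactive = mean below 30% and not every replicate reaching it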;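 note: 0% = neutral control wells and 100% = L-leucinethiol positive control wells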
RAD54 branch = blocks human RAD54 Holliday junction branch migration. Q92698. FAM/BHQ fluorescence. inhibition, % at 10.4 µM. 360,000 compounds, 0.14% hits. AID 602329;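 active = mean normalized replicate activity at least 40 and at least half of replicates scoring 40 or more; inconclusive = only one of the two criteria met; inactive = mean below 40 and under half of replicates reaching 40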;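 note: 0% = median of neutral control wells and 100% = median of positive control wells; inhibitors cause a drop in the FAM fluorescence signal; in these data hits start at about 50%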
Target sequence (Q92698 whole entry, looked up): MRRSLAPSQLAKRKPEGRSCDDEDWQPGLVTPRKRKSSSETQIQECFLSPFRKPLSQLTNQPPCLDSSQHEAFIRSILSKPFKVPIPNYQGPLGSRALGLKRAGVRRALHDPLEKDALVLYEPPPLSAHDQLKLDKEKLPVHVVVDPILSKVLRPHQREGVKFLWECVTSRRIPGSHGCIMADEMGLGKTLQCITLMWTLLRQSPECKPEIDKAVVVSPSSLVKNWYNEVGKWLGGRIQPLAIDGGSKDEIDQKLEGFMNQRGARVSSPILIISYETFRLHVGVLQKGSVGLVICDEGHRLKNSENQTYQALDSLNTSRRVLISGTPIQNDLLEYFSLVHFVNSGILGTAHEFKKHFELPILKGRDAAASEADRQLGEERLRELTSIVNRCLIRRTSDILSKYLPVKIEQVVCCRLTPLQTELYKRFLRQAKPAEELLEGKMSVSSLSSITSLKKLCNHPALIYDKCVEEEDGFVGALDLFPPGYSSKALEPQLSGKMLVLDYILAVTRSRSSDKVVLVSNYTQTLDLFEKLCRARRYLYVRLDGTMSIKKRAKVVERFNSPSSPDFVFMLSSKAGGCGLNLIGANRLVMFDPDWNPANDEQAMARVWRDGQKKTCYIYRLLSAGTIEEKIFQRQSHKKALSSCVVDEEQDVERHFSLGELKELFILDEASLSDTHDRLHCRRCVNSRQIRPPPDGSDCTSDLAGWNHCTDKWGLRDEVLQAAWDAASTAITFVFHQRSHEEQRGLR
Cneo AK release = Cryptococcus neoformans lysis via adenylate kinase release | C. neoformans lysis, adenylate kinase release luminescence, 4 h; normalised: neutral wells 0, clomiphene wells 100 | lysis activity, % at 15 µM | 360,000 compounds, 0.2% hits;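 active = mean lysis activity across replicates of at least 80%, whatever share of replicates individually reach that level; inactive = mean lysis activity below 80%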
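Test system: log-phase Cryptococcus neoformans yeast cells; Quantity: yeast cell density of 5 × 10^6 cells/mL; Buffer or medium: YPD; Doses: single compound concentration per well; Timing: 4 h at 37 °C static, read 1 h later; Measured by: AK luminescence; Read-out basis: lysis from increased AK signal; Control set: Clomiphene as positive control.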
* marks the source's active call; other numbers are inactive results; ? = inconclusive; nt = not tested or not shown; [ ] = another dose, or the depositor's remark.

Second line of a record: miR-122 sensor	E-selectin induc	PGC1a acetyl inh	PglD DTNB	RAD52 anneal inh	ERAP1 inh	RAD54 branch	Cneo AK release
COc1cccc(CN(C)C(=O)CCN=C2NS(=O)(=O)c3ccccc32)c1
 : 5	-0.8	-12	-1	-11	3	-5	0
CCC1(C)Cc2c(sc3c2c(=O)n(C)c2nnc(SCC(=O)c4ccccc4)n32)CO1 (stereo not drawn)
 : 1	nt	nt	0	nt	nt	3	0
COc1ccc(Cl)cc1C(=O)NNC(=O)C1CCCO1 (stereo not drawn)
 : nt	nt	5	1	-2	1	-9	2
NS(=O)(=O)c1ccc(N2C(=O)C3C4CC(C(Br)C4Br)C3C2=O)cc1 (stereo not drawn)
 : 1	nt	-5	nt	-10	-5	nt	nt
COc1ccc(CN2[C@@H](CC(C)=O)c3ccc(/C=C/C(C)=O)cc3S2(=O)=O)cc1
 : 4	0.4	-5	1	-273	0	7	1
CCN1CCN(CCNC(=O)c2ccc3c(c2)NC(=O)/C(=C\c2cccc(Cl)c2)S3)CC1
 : -1	nt	nt	-4	nt	nt	-2	7
COCC#Cc1cnc2c(c1)C(=O)N([C@H](C)CO)C[C@H](C)[C@@H](CN(C)C(=O)Nc1c(C)noc1C)O2
 : -8[16.7 µM]	0.6	8	-4	7	-3	7	0
COc1cc(C(=S)N2CCCC2)ccc1OCc1ccc(C)cc1
 : 6	nt	nt	-1	-8	-1	-5	4
COc1cccc(NC(=O)CSc2nnc(Cn3nnc4ccccc43)n2C)c1
 : -2	nt	-7	-3	nt	nt	6	3
Cc1cccc2nc(CNC(=O)CC3C(=O)NCCN3Cc3cccc(F)c3)cn12 (stereo not drawn)
 : 4	nt	4	5	-34	-2	7	-1
Cc1ccc(C(C)C)cc1OCC(=O)NNC(=O)Nc1ccccc1
 : 26	0.3	-1	9	4	-1	-37	0
C[C@@H]1CN([C@@H](C)CO)C(=O)c2cc(NC(=O)C3CC3)ccc2O[C@@H]1CN(C)Cc1ccc(C(F)(F)F)cc1
 : -2[16.7 µM]	0.4	5	-2	7	-2	-6	-11
Cc1ccccc1NC(=O)Nc1nnc(CC(=O)NCc2ccccc2)s1
 : -1	nt	-10	1	nt	nt	6	1
CCOc1c(Nc2ccc(C(C)C)cc2)c(=O)c1=O
 : nt	-0.1	5	-4	-8	-2	6	-1
CN(CCCNC(=O)CCC(=O)N1CCOc2ccccc21)Cc1ccccc1
 : -4	3.6	0	1	-9	1	12	-1
O=C(NCCC1=CCCCC1)c1cc(S(=O)(=O)N2CCOCC2)ccc1F
 : -9	2.1	5	nt	-15	1	nt	nt
CCN(Cc1ccccc1)C(=O)Cn1c(=O)n(CCC(=O)N2CCCCC2)c(=O)c2sccc21
 : 3	nt	2	3	-25	3	2	17
COc1cccc(NC(=O)C[C@@H]2CC[C@H]3[C@H](COc4ccc(NC(=O)C5CCCC5)cc4C(=O)N3C)O2)c1
 : nt	-0.1	-7	nt	-17	-1	nt	nt
CCOc1ccc(-c2nnn(CC(=O)NCc3ccc(OC)cc3)n2)cc1OCC
 : -7	nt	8	-5	nt	nt	-6	0
Cc1cc(=O)[nH]c(N/N=C/c2sccc2C)n1
 : -8	0.4	3	-6	-3	0	6	2
COc1ccc(-n2c(=S)[nH]c3cc(C(=O)NCc4ccccc4)ccc3c2=O)c(OC)c1
 : -2	nt	nt	9	-6	-4	-1	2
O=C1c2ccccc2S(=O)(=O)c2cc(C(=O)N3CCC(O)CC3)ccc21
 : nt	0.0	nt	2	-7	-4	2	1
O=c1nc(-c2ccccc2)c(-c2ccccc2)n[nH]1
 : -5	0.0	4	-1	-11	7	-13	1
CC(=O)Nc1cc2ccccc2oc1=O
 : -8	nt	9	nt	-13	9	nt	nt
CCn1cc(Br)c(-c2nc3ccccc3c(=O)n2N)n1
 : 13	nt	-5	-2	nt	nt	7	-3
CCCC#Cc1ccc2c(c1)O[C@H](CN(C)Cc1ccncc1)[C@@H](C)CN([C@@H](C)CO)S2(=O)=O
 : 21[16.7 µM]	1.3	-2	0	-29	-1	4	-11
CC(=O)Nc1nc(SCC(=O)Nc2nnc(C)s2)[nH]c(=O)c1NC(=O)c1cccs1
 : 3	nt	nt	-3	-8	-5	3	1
CC1(C)CC(=O)c2cc(C(=O)Nn3cnnc3)c(=O)n(-c3ccccc3)c2C1
 : 1	nt	-3	0	nt	nt	9	2
COc1ccc(NC(=O)CSc2ccc(NC(C)=O)cc2)cc1S(=O)(=O)N1CCOCC1
 : nt	3.4	-13	2	-6	4	-1	1
O=C(NCCc1ccccc1)c1ccc2c(c1)N(Cc1ccccc1)C(=O)CS2=O (stereo not drawn)
 : 8	-0.1	nt	-1	-9	1	1	-3
COc1ccccc1CNC(=O)c1ccc(-c2ccccc2C(F)(F)F)o1
 : 11	0.5	nt	-1	-29	2	-17	3
O=Cc1cn(CC(=O)N2CCCCCC2)c2ccccc12
 : -4	1.3	-4	-5	4	-2	8	2
O=C(c1ccccc1)N1CC(=O)N2[C@H](CO)[C@@H](c3ccc(-c4ccccc4)cc3)[C@H]2C1
 : nt	0.0	-9	nt	-46	-24	nt	nt
CCOC(=O)c1cc(-c2ccccc2)nn1CCC#N
 : 1	nt	4	0	-17	18	14	1
COc1cc(C(=O)N2CCN(S(=O)(=O)c3ccc(C)cc3)CC2)ccc1OCC(=O)N1CCOCC1
 : 1	3.0	6	5	-12	-1	-1	-3
O=C(CC(CC(=O)c1ccccc1)c1ccncc1)c1ccccc1
 : -4	-0.5	0	1	-61	-2	-1	0
Cc1c(Cl)cnc(NC(=O)COC(=O)/C=C/c2ccco2)c1Cl
 : -6	4.3	19	-4	-55	0	-8	-1
C[C@H](CO)N1C[C@H](C)[C@H](CN(C)Cc2ccccc2F)Oc2ncc(C3=CCCC3)cc2C1=O
 : 27[16.7 µM]	-0.7	-1	0	-9	1	0	-1
COc1ccc(-c2cc(C(F)(F)F)nc(N3CCOCC3)n2)cc1OC
 : 4	nt	-8	5	nt	nt	-9	-2
O=C(CSc1nnc(COc2ccc(Cl)cc2)o1)NC1CC2CCC1C2 (stereo not drawn)
 : -2	-0.1	nt	-2	-5	2	-1	-1
CC(C)c1ccc(/C=N/NC(=O)C2CCCC2)cc1
 : -6	1.6	?	-2	-10	1	5	9
CCOC(=O)c1ccc2c(c1)N(CC(=O)N1CCCCC1)C(=O)C(C)(C)O2
 : 7	nt	2	0	nt	nt	0	0
Cc1ccc(S(=O)(=O)N(C)C[C@H]2OCCCC[C@H](C)Oc3ccc(NC(=O)CCC(F)(F)F)cc3C(=O)N([C@H](C)CO)C[C@@H]2C)cc1
 : 8[16.7 µM]	nt	-3	-3	-11	nt	-9	14
O=C1CN(S(=O)(=O)c2cccc(F)c2)C[C@H]2[C@@H](c3ccc(-c4ccccc4)cc3)[C@@H](CO)N12
 : nt	-0.4	0	nt	-7	-2	nt	nt
O=C(Nc1ccc(Cl)cc1C(=O)NCc1cccnc1)c1ccc(Cl)cc1Cl
 : 8	0.2	6	2	-10	-3	-8	-1
O=C(C[C@H]1CC[C@H]2[C@@H](COC[C@@H](O)CN2C(=O)c2ccccc2)O1)NCc1cccc(F)c1
 : -7[16.7 µM]	-0.1	-12	0	4	-2	-2	-2
C[C@@H]1CN([C@H](C)CO)C(=O)c2cccc(NC(=O)NC3CCCCC3)c2O[C@@H]1CN(C)Cc1ccncc1
 : 3[16.7 µM]	-9.0	14	-1	-7	4	3	-2
CCCCN(C)CCCNC(=O)C1CCC(CNS(=O)(=O)c2c(C)cc(C)cc2C)CC1 (stereo not drawn)
 : 9	0.7	-7	-2	-8	-5	6	6
Cc1ccc(NC(=O)CSc2sc3c(O)cc(=O)[nH]c3c2C#N)cc1C
 : -4	nt	1	-5	-54	2	-4	0
CC(C)NC(=O)CCS(=O)(=O)c1cccc2nonc12
 : 4	nt	0	-6	nt	nt	2	-2
COc1cc(NC(=O)COc2ccc(-n3cnnn3)cc2)cc(OC)c1OC
 : -1	-0.4	-5	-6	2	0	5	-2
C[C@H](CO)N1C[C@H](C)[C@@H](CN(C)C(=O)Nc2ccc3c(c2)OCO3)Oc2ccc(NS(=O)(=O)c3cccs3)cc2CC1=O
 : 8[16.7 µM]	-8.7	3	-2	4	2	4	2
COc1ccc(C2C(C(=O)c3ccccc3)=C(C)Nc3nc4ccccc4n32)c(OC)c1 (stereo not drawn)
 : -4	0.1	6	6	4	-1	1	-6
CCOC(=O)c1sc(SC)nc1N
 : -6	4.4	14	nt	-15	7	nt	nt
COc1ccc(CNC(=O)C[C@@H]2CC[C@@H](NC(=O)c3cccc(F)c3)[C@H](CO)O2)cc1
 : nt	-0.1	0	-3	-4	-3	6	10
Cc1cc(=O)oc2cc(OCC(=O)Nc3c(C)n(C)n(-c4ccccc4)c3=O)c(Cl)cc12
 : 1	-6.8	0	-3	2	4	17	0
COC(=O)c1ccccc1NC(=O)COC(=O)Cc1ccc(S(=O)(=O)N2CCOCC2)s1
 : 8	0.8	5	3	-90	2	-6	1
CC(=O)c1cccc(NC(=O)N2CCCC2C(=O)NC2CCCCC2)c1 (stereo not drawn)
 : -2	nt	3	6	nt	nt	3	-1
CCOC(=O)c1cc2sc(C)cc2n1CCCN1C(=O)c2ccccc2C1=O
 : -1	nt	-11	-2	nt	nt	-7	2
Cc1ccc(S(=O)(=O)Nc2ccc3c(c2)C(=O)N([C@@H](C)CO)C[C@@H](C)[C@@H](CN(C)S(=O)(=O)c2c(C)noc2C)O3)cc1
 : 3[16.7 µM]	-0.1	-7	3	11	1	3	0

The list goes on.
Second line of a record: miR-122 sensor	E-selectin induc	PGC1a acetyl inh	PglD DTNB	RAD52 anneal inh	ERAP1 inh	RAD54 branch	Cneo AK release
CN(C)S(=O)(=O)c1ccc(C(=O)Nc2nc(-c3cc4ccccc4o3)cs2)cc1
 : -24	nt	-2	3	-8	0	-1	0
C[C@@H]1CN([C@@H](C)CO)C(=O)c2cc(C#CCN(C)C)cnc2O[C@H]1CN(C)C(=O)Cc1ccccc1
 : 11[16.7 µM]	0.4	-2	3	11	nt	5	-2
O=C(CCS(=O)(=O)c1ccccc1)OCc1ccc([N+](=O)[O-])cc1
 : -4	nt	3	1	-13	3	4	-1
Cc1ccc(S(=O)(=O)CCC(=O)Nc2ccc3nc(C)sc3c2)cc1
 : -16	1.9	1	1	-6	-3	3	1
Cc1ccc(NS(=O)(=O)c2ccc(NC(=O)c3ccc(-c4ccccc4)cc3)cc2)c(C)c1
 : -4	nt	nt	-1	nt	nt	1	-5
Cc1ccc(C(=O)N2CCc3ccccc3C2)cc1S(=O)(=O)N1CCOCC1
 : 3	-4.6	nt	-2	-14	-8	7	2
CCCCN1C(=O)C(CC(=O)NCCc2ccccn2)CC(C(=O)N(CC)CC)=C1C (stereo not drawn)
 : -1	0.0	-11	-2	-8	6	-6	0
COc1ccc(/C=C2\SC(=S)N(CC3CCCO3)C2=O)cc1 (stereo not drawn)
 : nt	3.6	-7	nt	-3	5	nt	nt
CC(C)Cn1c(N)c(C(=O)COC(=O)c2cccc(Cl)c2)c(=O)n(C)c1=O
 : 3	nt	-18	nt	-11	-2	nt	nt
CCC(CO)n1cnnc1-c1ccncc1 (stereo not drawn)
 : -5	nt	-5	-2	nt	nt	-4	-1
Cc1ccc(-c2ccc([C@H]3[C@@H](CO)N4CCCCN(C)C[C@H]34)cc2)cc1
 : -6[16.7 µM]	-0.7	-9	4	34	2	12	46
